HCV core dimer – HCV core protein dimerization inhibition; TR-FRET GST/Flag-core106 dimerization, 1536-well; inhibition, % at 5 µM; 300,000 compounds, 0.33% hits; AID 1899;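 active = inhibition above the mean of all tested compounds plus 3 SD, set per screening campaign, cut at about 45% in these data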
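Test system: GST/Flag-tagged HCV core106 proteins; Medium: KF-containing HEPES buffer, pH 7.45, DTT, CHAPS, BSA; Times: compound-protein-antibody incubation 4 h at 22.5 °C; Detection: TR-FRET 671 and 617 nm emission; Benchmarks: wells lacking GST-core106 and wells with excess unlabelled core106.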
ZTA DNA inh – counter-screen for EBNA-1 inhibitors: inhibitors of Epstein-Barr virus ZTA; 320,000 compounds, 0.15% hits; ZTA-DNA binding, fluorescence polarization; inhibition, % at 11 µM; P03206; in the data active = inhibition above about 33%
Target sequence (P03206 whole entry, looked up): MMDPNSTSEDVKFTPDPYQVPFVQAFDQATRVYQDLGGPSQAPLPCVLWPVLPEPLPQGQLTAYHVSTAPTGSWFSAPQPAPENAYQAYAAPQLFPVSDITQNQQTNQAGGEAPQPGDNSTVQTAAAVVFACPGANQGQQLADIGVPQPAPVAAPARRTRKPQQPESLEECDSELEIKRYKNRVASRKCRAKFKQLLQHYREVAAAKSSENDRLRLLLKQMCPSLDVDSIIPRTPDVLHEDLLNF
GASC-1 inh – blocks human GASC-1 demethylase activity. inhibition, % at 2.35 µM. Q9H3R0. 330,000 compounds, 0.069% hits. AID 2099. GST-JMJD2C(1-420) H3K9me3 demethylation, DELFIA europium;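 active = more than half of a compound's replicate wells show inhibition beyond 50%, single wells judged on their own value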;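 also: signal counts dimethyl H3K9 product captured on neutravidin plate; 0% = median of DMSO wells and 100% = 0.3 times that DMSO median; strong numbers were not always called active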
PP1 counter – PP1-alpha (human) inhibition in PP5 counter-screen; P62136; purified PP1alpha, OMFP fluorescence; inhibition, % at 6.7 µM; 320,000 compounds, 0.9% hits;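 active = inhibition above the mean inhibition of all tested compounds plus 3 SD, computed separately for each screening campaign, cut at about 15% in these data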
Yeast superoxide – yeast age-related superoxide inhibition as caloric restriction mimetic; S. cerevisiae aged cells, superoxide DHE fluorescence; stronger effect = lower value; superoxide response (% of plate mean), % at 10 µM; 330,000 compounds, 0.18% hits;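 active = superoxide response under a set limit, about three screen SD below normal, cut at about 65% in these data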;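 also: yeast aged for seven days with compound at 30 °C before DHE staining; 100% = average MFI of all compound-treated wells on the plate with controls excluded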
Fh CTSL1 inh – blocks F. hepatica cathepsin L1 in PFM18AAP counter-screen; AID 1906; recombinant F. hepatica cathepsin L1, Z-Leu-Arg-MCA fluorescence; inhibition, % at 5.96 µM; 300,000 compounds, 0.49% hits;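 active = inhibition above the mean of all tested compounds plus 3 SD, set per screening campaign, cut at about 17% in these data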;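 also: 0% = plate median of test compound wells and 100% = 1 µM Z-Phe-Ala-diazomethylketone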
PP5 primary – inhibitors of human protein phosphatase 5 (PP5); AID 1987; 320,000 compounds, 0.18% hits; inhibition, % at 6.7 µM; purified PP5c, OMFP substrate fluorescence;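 active = inhibition above the campaign's mean inhibition across all tested compounds plus 3 SD, cut at about 9.5% in these data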;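 also: 0% = DMSO only and 100% = 100 µM cantharidin control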
Target sequence (P53041 whole entry, looked up): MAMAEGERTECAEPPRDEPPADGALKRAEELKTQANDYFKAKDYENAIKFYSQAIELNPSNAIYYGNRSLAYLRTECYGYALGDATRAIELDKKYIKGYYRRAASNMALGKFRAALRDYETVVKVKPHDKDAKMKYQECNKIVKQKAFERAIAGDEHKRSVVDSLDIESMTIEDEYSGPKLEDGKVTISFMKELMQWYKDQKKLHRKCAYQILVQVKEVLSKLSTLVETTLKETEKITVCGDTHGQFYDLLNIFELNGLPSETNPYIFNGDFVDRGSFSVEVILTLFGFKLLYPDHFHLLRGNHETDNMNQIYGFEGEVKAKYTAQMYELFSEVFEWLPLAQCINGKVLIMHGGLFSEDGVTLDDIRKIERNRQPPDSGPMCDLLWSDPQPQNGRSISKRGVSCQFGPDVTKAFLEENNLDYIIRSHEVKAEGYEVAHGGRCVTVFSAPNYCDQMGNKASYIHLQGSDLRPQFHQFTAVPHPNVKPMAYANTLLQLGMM
EBNA-1 inh – blocks EBNA-1 binding to DNA; EBNA-1 DNA binding, fluorescence polarization; inhibition, % at 14.8 µM; 300,000 compounds, 0.34% hits; AID 1950; in the data active = inhibition above about 28%
TPT1 inh – blocks Candida albicans tRNA 2'-phosphotransferase. recombinant caTPT1, FP RNA substrate dephosphorylation. inhibition, % at 5 µM. 300,000 compounds, 0.81% hits;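 active = inhibition above the mean of all tested compounds plus 3 SD, set per screening campaign, cut at about 24% in these data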;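 also: plate controls were DMSO alone for no effect and ferristatin control at 100 nM for full effect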
* = called active by the depositor; · = no result given.

SMILES | HCV core dimer | ZTA DNA inh | GASC-1 inh | PP1 counter | Yeast superoxide | Fh CTSL1 inh | PP5 primary | EBNA-1 inh | TPT1 inh
COc1ccccc1C(=O)NCCC(=O)Nc1ccc(S(=O)(=O)N2CCC(C)CC2)cc1 | · | 11 | -3 | -1 | 94 | · | -0.2 | · | ·
O=C(CSCc1ccc(F)cc1)Nc1ccccc1C(=O)N1CCOCC1 | -9 | -9 | 6 | -2 | 99 | 6 | -0.8 | 9 | -4
CCOc1ccc(S(=O)(=O)N2CCOCC2)cc1NC(=O)CN1C(=O)NC2(CCCCC2)C1=O | · | -25 | 0 | -1 | 100 | · | 3.5 | · | ·
CCOC(=O)C1CN(S(=O)(=O)c2cccc(C(F)(F)F)c2)c2cc(CC(=O)OC)ccc2O1 (configuration not stated) | -5 | 8 | 4 | 4 | 80 | 3 | 4.5 | 3 | 3
CCCCN(CC(=O)NCCOC)C(=O)Cn1nnc2ccccc21 | 7 | 5 | -8 | -5 | 103 | 0 | -2.6 | 3 | 3
C=CCn1c(C)c(C(C)=O)c(N2CCN(c3ccccc3)CC2)nc1=S | 0 | 2 | 8 | 4 | 98 | 1 | 0.7 | -2 | -3
CC(=O)Nc1sc2c(c1CN1CCN(c3ccccn3)CC1)CCCC2 | 2 | 8 | 13 | 1 | 107 | -11 | 1.7 | 5 | 1
COc1cccc(/C=C2\SC(=S)N(CCC(=O)NNC(=O)c3ccccc3OC)C2=O)c1 | 12 | 0 | -31 | 4 | 87 | 1 | -0.6 | -1 | 2
O=C(/C=C/c1ccco1)N1CCN(C/C=C/c2ccccc2)CC1 | 8 | 7 | 8 | -2 | 95 | 3 | -0.7 | 2 | 4
Cc1cc([N+](=O)[O-])nn1CC(=O)N(C)C1CCCCC1 | 7 | -2 | 9 | -2 | 117 | 1 | 5.0 | -4 | -4
COc1ccc(NC(=O)C2CCCN2S(=O)(=O)c2cccc3nsnc23)c(OC)c1 (configuration not stated) | -4 | -16 | 4 | -1 | 150 | -1 | -1.8 | -12 | -4
CCOC(=O)C1=C(N)OC2=C(C(=O)CC(C)(C)C2)C1c1cccs1 (configuration not stated) | 1 | 9 | 2 | -1 | 94 | 3 | 0.6 | 8 | 0
Nc1cc(=O)[nH]c(SCC(=O)Nc2nnc(-c3ccccc3)s2)n1 | 5 | 2 | -3 | 1 | 100 | -1 | 1.6 | -11 | -2
CCOc1ccc(CCNC(=O)COC(=O)c2ccc(F)c(S(=O)(=O)N3CCOCC3)c2)cc1OCC | -1 | 0 | 4 | 0 | 83 | -4 | 0.8 | -5 | 2
COc1cc(C(=O)NCc2cc3ccccc3n2C)cc(OC)c1OC | 4 | 10 | 6 | 2 | 100 | 0 | 2.5 | -9 | -1
Cc1ccc(N(CC(=O)Nc2ccccc2-c2ccccc2)S(=O)(=O)c2ccccc2)cc1 | 14 | -18 | 2 | 1 | 95 | -4 | 3.9 | -14 | 1
CCOC(=O)C(Sc1cc(C)nc(N)n1)C(C)=O (configuration not stated) | -3 | -9 | 0 | -1 | 122 | -7 | 0.8 | 7 | -4
CCOc1ccc(NC(=O)CN(C)C(=O)CSC(C)C(=O)Nc2cc(C)on2)cc1OCC (configuration not stated) | -9 | -17 | -7 | -10 | 99 | -4 | 1.4 | 2 | 2
Nc1ncn(C23CC4CC(CC(C4)C2)C3)n1 | 4 | 16 | 1 | 2 | 76 | -1 | 0.0 | 3 | -2
Cc1nn(C)cc1C(C(=O)NC1CCCCC1)N(C(=O)Cc1cccs1)c1ccc(C(C)C)cc1 (configuration not stated) | 6 | 9 | 4 | 6 | 95 | 3 | -1.1 | 5 | 2
Cc1ccc(C)c(Cn2c(C(=O)OC(C)C)cc3c2ccn3C)c1 | 0 | -5 | 32 | -1 | 94 | 2 | -0.9 | 9 | -2
CC(=O)CCS(=O)(=O)c1ccc(Oc2ccc(S(=O)(=O)CCC(C)=O)cc2)cc1 | 1 | 5 | -10 | -6 | 101 | -3 | -2.5 | 6 | -8
CCOC(=O)c1c(NC(=O)C2C3C=CC(CC3)C2C(=O)O)sc(C)c1C (configuration not stated) | 2 | 19 | 7 | -4 | 99 | 2 | 1.0 | 1 | -1
COc1ccc(-n2c(CN3CCN(C)CC3)nc3ccc([N+](=O)[O-])cc3c2=O)c(OC)c1 | 2 | -3 | -8 | -2 | 98 | 1 | -1.2 | -16 | 4
O=C(CNC(=S)N(CCCN1CCOCC1)Cc1cccs1)NC1CCCC1 | -3 | -4 | 3 | 1 | 93 | 0 | -1.9 | 3 | -1
Cc1cccc(Cn2c(SCCN3CCCCC3)nc3c2c(=O)[nH]c(=O)n3C)c1 | 1 | 1 | -10 | 6 | 110 | -5 | 3.2 | 0 | 0
COc1ccccc1Cn1nc(C(=O)O)c2ccccc2c1=O | 4 | 6 | -10 | -4 | 94 | 1 | 2.4 | 4 | 0
CC(=O)Nc1ccc2nc(SCC(=O)O)sc2c1 | -5 | -9 | 8 | 4 | 99 | 2 | 1.7 | -10 | -6
Cc1c(C(=O)NC(c2ccccn2)C(F)(F)F)oc2c(F)cccc12 (configuration not stated) | -2 | 7 | 4 | 4 | 105 | 2 | 1.7 | 6 | 1
CC1S/C(=N/N=C/c2ccco2)N(Cc2ccccc2)C1=O (configuration not stated) | 3 | -6 | 1 | 3 | 80 | 2 | 0.3 | -4 | -2

Gathered by group, the entries above with an NH in an aromatic ring (two)
SMILES | HCV core dimer | ZTA DNA inh | GASC-1 inh | PP1 counter | Yeast superoxide | Fh CTSL1 inh | PP5 primary | EBNA-1 inh | TPT1 inh
Nc1cc(=O)[nH]c(SCC(=O)Nc2nnc(-c3ccccc3)s2)n1 | 5 | 2 | -3 | 1 | 100 | -1 | 1.6 | -11 | -2
Cc1cccc(Cn2c(SCCN3CCCCC3)nc3c2c(=O)[nH]c(=O)n3C)c1 | 1 | 1 | -10 | 6 | 110 | -5 | 3.2 | 0 | 0

Next part:
SMILES | HCV core dimer | ZTA DNA inh | GASC-1 inh | PP1 counter | Yeast superoxide | Fh CTSL1 inh | PP5 primary | EBNA-1 inh | TPT1 inh
CCOC(=O)c1c(NC(=O)C2C3CCC(O3)C2C(=O)O)sc(C)c1-c1ccc(C)cc1 (configuration not stated) | 25 | -7 | -13 | 20* | 102 | 2 | 33* | -10 | -3
Cc1nc(C(=O)Nc2ccc(Cl)cc2)nn1-c1ccc([N+](=O)[O-])cc1 | 1 | 5 | -10 | -2 | 106 | 2 | 0.6 | -2 | -1
CCN(CC)C(=O)CN(c1cccc(OC)c1)S(=O)(=O)c1ccc(C)cc1 | -5 | 8 | 6 | 0 | 99 | 1 | 1.0 | 4 | -1
Cc1ccc2c(c1)c(N=Nc1ccc([N+](=O)[O-])cc1)c(O)n2C | 3 | 10 | 10 | -3 | 99 | 0 | 1.4 | -14 | 2
CCC(C)Cn1c(C(C)O)nc2ccccc21 (configuration not stated) | -4 | 10 | -1 | -3 | 97 | -3 | -0.2 | 10 | -6
CCOC(=O)c1nc(-c2ccccc2)oc1N(C)C | -2 | 5 | 6 | -2 | 82 | 3 | -4.0 | 2 | 0
O=C(CCCCN1CCCCC1)c1ccccc1 | 1 | -11 | -16 | -3 | 93 | 0 | 1.6 | -8 | 2
COc1ccc(Cl)cc1NC(=O)c1ocnc1C | 2 | -9 | 4 | -1 | 130 | 0 | 4.5 | -8 | 6
O=C(Nc1ccccc1N1CCCC1)c1cccnc1Cl | 5 | -3 | 0 | -3 | 98 | 1 | 0.8 | -1 | 0
COc1cccc(NC(=O)CN(C)C(=O)c2ccc3c(c2)S(=O)(=O)N=C2CCCCCN23)c1 | -6 | 1 | 0 | -5 | 92 | 3 | -2.8 | -8 | 1

Structures listed so far shown as hits in PP5 primary:
SMILES,HCV core dimer,GASC-1 inh,PP5 primary,EBNA-1 inh,TPT1 inh
CCOC(=O)c1c(NC(=O)C2C3CCC(O3)C2C(=O)O)sc(C)c1-c1ccc(C)cc1 (configuration not stated),25,-13,33*,-10,-3

The list goes on.
SMILES | HCV core dimer | ZTA DNA inh | GASC-1 inh | PP1 counter | Yeast superoxide | Fh CTSL1 inh | PP5 primary | EBNA-1 inh | TPT1 inh
Cc1ccc(Cl)cc1N1CCN(C(=O)Cc2c(C(=O)O)[nH]c3ccccc23)CC1 | 7 | -3 | -8 | 1 | 106 | 1 | -1.0 | -1 | -2
CC(C)N(CCNCC(O)COc1ccc(C(C)(C)c2ccccc2)cc1)C(C)C (configuration not stated) | -9 | -24 | -5 | 8 | 86 | -1 | -0.1 | -8 | -2
CCN(CC)S(=O)(=O)c1cccc(NC(=O)c2cc(-c3cccs3)nn2-c2ccccc2)c1 | 22 | 9 | 0 | 9 | 92 | -1 | 2.2 | 5 | -4
CCOc1ccccc1N(CC)C(=O)Cn1ncc2c(=O)oc3ccccc3c21 | 5 | 17 | -7 | -1 | 82 | 5 | -1.3 | 11 | -5
OCCNc1nc(-c2ccccc2)nc2c1oc1ccccc12 | -6 | -22 | 3 | -1 | 96 | -4 | 4.1 | 4 | -2
Cc1ccc(Cn2cccc2C2=NC(C)CO2)cc1 (configuration not stated) | -6 | -12 | -18 | -2 | 103 | 3 | 2.0 | -2 | 1
CCS(=O)(=O)N1CCN(C(=O)c2cccc3ccccc23)CC1 | 0 | 1 | -11 | 0 | 99 | -2 | -0.6 | 4 | -5
COC(=O)c1ccc(CN2CCCC(CO)(Cc3ccc(F)cc3F)C2)cc1 (configuration not stated) | 17 | 24 | 4 | 1 | 106 | 2 | 1.1 | 4 | 1
COCCN(C(=O)c1cc(-c2ccncc2)nc2ccccc12)c1c(N)n(CC(C)C)c(=O)[nH]c1=O | 4 | 5 | -3 | -9 | 101 | -1 | -1.1 | 1 | -1
COc1ccc(CCC(C)NC(=O)Cc2ccc(OC)c(OC)c2)c(OC)c1 (configuration not stated) | -5 | -15 | -17 | 0 | 145 | -9 | 0.4 | -7 | -1
COc1ccc(Cl)cc1C(=O)Nn1c(-c2cccs2)nc2ccccc2c1=O | 4 | 14 | -5 | -1 | 98 | 5 | 0.1 | 13 | -1
CCOc1ccc(C(=O)Nc2ccc(S(=O)(=O)NCC3CCCO3)cc2)cc1OCC (configuration not stated) | 2 | 2 | 9 | -2 | 90 | 4 | 0.5 | -13 | -1

As a working copy, some entries already given.
SMILES | HCV core dimer | ZTA DNA inh | GASC-1 inh | PP1 counter | Yeast superoxide | Fh CTSL1 inh | PP5 primary | EBNA-1 inh | TPT1 inh
COc1ccc(Cl)cc1C(=O)Nn1c(-c2cccs2)nc2ccccc2c1=O | 4 | 14 | -5 | -1 | 98 | 5 | 0.1 | 13 | -1
CCOc1ccc(C(=O)Nc2ccc(S(=O)(=O)NCC3CCCO3)cc2)cc1OCC (configuration not stated) | 2 | 2 | 9 | -2 | 90 | 4 | 0.5 | -13 | -1

Assay outcomes: PubChem BioAssay, several laboratories
